HttQ103 aggreg – inhibitors of mutant huntingtin aggregate formation in PC12 cells; PC12 HttQ103-GFP aggregates, Acumen cytometry, 40 h; Potency, µM (series often up to 46.1 µM), for the others: at the top dose activity change, negative = inhibition, actives largely listed as inhibitors; 1.1% of 220,000 active; AID 1688; note: potency is the fitted concentration of half-maximal effect; % is set by controls: 0 for no effect and ±100 for the full control effect; nearly all actives have a fitted effect of over 60% in size
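PC12 cells with ecdysone-inducible HTT exon1 Q103-GFP, induced by 100 nM tebufenozide, given compounds in a concentration series. GFP aggregates (1–25 um, 6 SD above background) counted in lysates by laser-scanning cytometry, 488 nm excitation.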
Epigenetic derep – regulators of epigenetic silencing causing reporter derepression in mouse cells. murine LDR cells, GFP reporter derepression, 30 h. Potency, µM (series often up to 53.9 µM), for inactives: at the highest dose GFP activation, most hits filed as activators. 0.2% of 280,000 active; note: potency is the fitted concentration of half-maximal effect; % of control where 0% means no effect; nearly all actives have a fitted effect of over 60% in size
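GFP-positive cell count by laser-scanning cytometry (objects 20–120 um) after 30 h, 37 C compound exposure of murine LDR cells; reporter is CMV-GFP integrated at a silenced locus, inducible by HDAC or DNMT inhibitors.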
NPSR antag – antagonists of human neuropeptide S receptor cAMP signaling | Q6W5P4 | CHO-NPSR cells, cAMP TR-FRET, antagonist mode | Potency, µM (top dose mostly 38.3 µM), without a hit: at the highest dose activity change, negative = inhibition, actives largely listed as inhibitors | 1% of 220,000 active; note: potency is the fitted concentration of half-maximal effect; % is set by controls: 0 for no effect and ±100 for the full control effect; nearly all actives have a fitted effect of over 50% in size; many of its hits are not listed in these tables
Target sequence (Q6W5P4 whole entry, looked up): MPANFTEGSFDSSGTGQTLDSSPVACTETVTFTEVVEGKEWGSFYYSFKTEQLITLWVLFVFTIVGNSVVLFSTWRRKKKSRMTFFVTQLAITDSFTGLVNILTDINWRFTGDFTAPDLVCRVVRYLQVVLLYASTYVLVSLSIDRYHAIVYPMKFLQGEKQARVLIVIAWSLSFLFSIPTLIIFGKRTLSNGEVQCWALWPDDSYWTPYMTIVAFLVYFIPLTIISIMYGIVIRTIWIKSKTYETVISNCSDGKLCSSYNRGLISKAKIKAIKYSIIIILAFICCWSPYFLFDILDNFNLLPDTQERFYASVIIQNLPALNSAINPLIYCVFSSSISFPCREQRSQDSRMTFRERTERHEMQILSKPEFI
CBFb RUNX1 block – blocks binding between human CBF-beta and RUNX1; 230,000 tested, under 10 active; Q01196+Q13951; Potency, µM (highest dose often 59.8 µM), inactives show at the highest dose activity, negative = inhibition, hits mostly inhibitors; AlphaScreen CBFb-His/RUNX1-biotin binding, biochemical; AID 1477; note: % of control where 0% means no effect
Target sequence (Q01196 whole entry, looked up): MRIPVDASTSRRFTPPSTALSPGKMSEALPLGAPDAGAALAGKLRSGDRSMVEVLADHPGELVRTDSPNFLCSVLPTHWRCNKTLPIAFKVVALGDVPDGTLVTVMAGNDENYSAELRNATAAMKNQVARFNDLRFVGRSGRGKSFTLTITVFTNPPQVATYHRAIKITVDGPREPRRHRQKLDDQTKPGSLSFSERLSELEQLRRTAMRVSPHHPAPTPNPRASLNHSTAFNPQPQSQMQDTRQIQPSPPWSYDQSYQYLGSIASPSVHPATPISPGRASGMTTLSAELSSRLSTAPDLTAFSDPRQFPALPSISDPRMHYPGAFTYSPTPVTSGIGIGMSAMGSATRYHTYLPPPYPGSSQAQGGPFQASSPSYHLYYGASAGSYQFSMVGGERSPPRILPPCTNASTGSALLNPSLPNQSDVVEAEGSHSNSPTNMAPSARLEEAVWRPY
Target sequence (Q13951 whole entry, looked up): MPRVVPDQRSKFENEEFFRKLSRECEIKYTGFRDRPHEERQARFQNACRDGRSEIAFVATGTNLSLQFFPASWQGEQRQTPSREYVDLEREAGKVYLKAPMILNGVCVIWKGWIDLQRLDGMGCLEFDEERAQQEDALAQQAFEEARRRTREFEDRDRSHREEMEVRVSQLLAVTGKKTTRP
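Interaction loss through any mechanism counts as activity. Pre-formed complex of His-CBF-beta and biotin-RUNX1 (30 nM apiece) is incubated with compound 15 min, then with 50 ng nickel and 50 ng streptavidin beads for 90 min before AlphaScreen detection.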
L3MBTL1 inh – inhibitors of human L3MBTL1 | 0.66% of 230,000 active | Q9Y468 | Potency, µM (series often up to 57.1 µM), for inactives: at the top dose activity, negative = inhibition, most hits filed as inhibitors | AlphaScreen L3MBTL1–H3K9me1 peptide binding; note: potency is the fitted concentration of half-maximal effect; % is set by controls: 0 for no effect and ±100 for the full control effect; nearly all actives have a fitted effect of over 60% in size
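L3MBTL1 (50 nM) pre-complexed 30 min with biotinylated H3(1-15)K9me1 peptide (75 nM), then compounds added for 30 min at room temperature; AlphaScreen streptavidin donor/nickel chelate acceptor beads (10 ug/mL final) read after 30 min dark incubation.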
KinaseGlo FLuc – counter-screen: inhibitors of Kinase-Glo firefly luciferase. Kinase-Glo luciferase, ATP luminescence, 8 min. Potency, µM (highest dose often 38.3 µM), inactives show at the highest dose activity change, negative = inhibition, hits mostly inhibitors. 0.28% of 200,000 active. AID 1379; note: potency is the fitted concentration of half-maximal effect; % is set by controls: 0 for no effect and ±100 for the full control effect; nearly all actives have a fitted effect of over 60% in size
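Substrate mix (final 50 mM imidazole pH 7.2, 50 mM KCl, 7 mM MgCl2, 10 uM ATP, 0.01% Tween 20, 0.05% BSA) plus pin-tool compound, then Kinase-Glo detection mix; 8 min ambient, luminescence read.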
IMPase Li inh – IMPase inhibition in cells with lithium potentiation; CHO-M1 cells, IP1 TR-FRET (IP-One), carbachol + lithium; Potency, µM (top dose mostly 59.4 µM), for the others: top-dose activity, negative = IMPase inhibition, usual class: inhibitors; 0.35% of 210,000 active; AID 1457;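 note: IP1 builds up when IMPase is blocked and the TR-FRET signal falls; potency is the fitted concentration of half-maximal effect; plate controls were basal vehicle for no effect and high inhibitor control for full effect; nearly all actives have a fitted effect of over 50% in size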
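CHO cells stably expressing M1 receptor (2000/well, cultured 16–30 h) treated 30 min at 37C with compound plus low lithium. Cytosolic IP1 by TR-FRET (665/620 ratio and 620 channel) after 10 min lysis; AC50 by Hill fit.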
Numbers without * were called inactive; ? = inconclusive; . = not tested or not shown; [ ] = remark or other dose. Calls come from the whole dose curve; as a rule, active = well fitted curve in the direction sought with a large enough effect; inconclusive = small, poorly fitted or top-dose-only effect, or another doubt; inactive = no such curve, though single readings can be large; an effect the other way counts as inactive or inconclusive. A portion of the library, so the mix of outcomes need not match the whole.

SMILES | HttQ103 aggreg | Epigenetic derep | NPSR antag | CBFb RUNX1 block | L3MBTL1 inh | KinaseGlo FLuc | IMPase Li inh
COc1ccc(-c2cc(C(F)(F)F)n3ncc(C(=O)Nc4c(C)n(C)n(-c5ccccc5)c4=O)c3n2)cc1 | -14.4%[9.22 µM] | -1.1% | -7.9% | 4.6% | 15.3% | 3.9% | 8.9%
COCCCNc1nc2nonc2nc1NCCSC | 6.1%[9.22 µM] | 8.3% | -11.9% | 8.2% | . | . | .
O=C1CCCN1CC(CN1CCOCC1)Sc1nc2ccccc2c(=O)n1-c1ccccc1 (stereo unspecified) | 0.2% | -0.3% | -12.7%[7.67 µM] | 6.9% | 4.8% | -0.9% | 7.8%[38.3 µM]
COc1cccc(-n2c(C)c3c(OC)cccc(=O)c3c2C)c1 | 5.7%[9.22 µM] | -7.1% | -34.1% | ? | -25.4% | -0.5% | 20.2%
CC(C)n1c(Nc2ccccc2)nc2ccccc21 | 4.8% | -0.2% | -4.1%[46.1 µM] | -0.9% | -1.6% | 6.6% | -10.9%[38.3 µM]
CCCC(=O)NCCc1nc2ccccc2n1CC(=O)c1ccccc1 | -19.8% | 0.0% | 4.4% | -6.5% | 2.9% | 3.4% | -0.4%
N#C/C(=C/c1ccc(N2CCCCCC2)o1)c1cccc(F)c1 | ? | ? | 6.31µM* | 9.9% | . | -18.3% | 107.8%[activator][38.3 µM]
CCC(Sc1nc2cc(OC)c(OC)cc2c(=O)n1CCc1ccc(S(N)(=O)=O)cc1)C(=O)NCCOC (stereo unspecified) | -23.0% | -0.6% | -14.4% | -4.0% | . | 3.2% | -4.9%
O=C(c1ccc(Cl)c(Cl)c1)N1CCOCC1 | -27.4% | 1.2% | 14.2%[46.1 µM] | -1.8% | -2.7% | -0.1% | 1.7%
CCOC(=O)c1ccc(NC2=CC(=O)C(=O)c3ccccc32)cc1 | ? | 0.9% | -4.8%[46.1 µM] | -20.3% | -21.3% | -10.2% | 1.1%[38.3 µM]
O=C(O)COc1ccccc1/C=N/NC(=O)CSc1nc2ccccc2c(=O)n1-c1ccc(Cl)cc1 | 11.8%[9.22 µM] | -0.3% | 5.5% | 12.7% | . | . | .
CCCS(=O)(=O)c1c(S(=O)(=O)CCC)c2c(N)cccn2c1C(=O)OC | . | 0.0% | -10.3% | -15.0% | 4.9% | -2.6% | -0.3%
O=C1c2ccccc2C(=O)C1c1ccnc2ccccc12 | -7.6% | -2.7% | 9.6%[46.1 µM] | 7.5% | 5.4% | -24.2% | 7.1%
Cc1csc(SCC(=O)Nc2cccc3nsnc23)n1 | -0.9% | -5.8% | -5.6%[46.1 µM] | ? | 59.9%[activator] | -0.5% | 14.3%[38.3 µM]
O=C(NCCCCCCNC(=O)OC1CCS(=O)(=O)C1)OC1CCS(=O)(=O)C1 (stereo unspecified) | -13.5% | 0.7% | 5.5%[46.1 µM] | 1.4% | . | -3.2% | 20.3%[38.3 µM]
Cc1ccc(CNC(=O)CCc2c(C)nc3c(c(C)nn3-c3ccc(C)cc3)c2C)cc1 | -9.4%[9.22 µM] | -0.1% | -5.1% | 16.6% | 8.1% | . | -4.3%
CC(=O)Cc1nsc(NC(=O)c2c(-c3ccccc3Cl)noc2C)n1 | -0.7% | -0.8% | -10.3%[46.1 µM] | 0.6% | 10.8% | 5.2% | 0.5%[38.3 µM]
CCCC(=O)Nc1sc(Cc2ccccc2)c(C)c1C(N)=O | 7.5%[9.22 µM] | -2.9% | 17.9% | 2.9% | -3.4% | -0.5% | 17.6%
COc1ccc(-c2cc(C(F)(F)F)nc(SCC(=O)NCc3ccco3)n2)cc1OC | -4.3% | -2.0% | 13.0%[46.1 µM] | -2.2% | 8.9% | -3.1% | -4.6%
O=C(Cn1cc2c(n1)CCCC2)NCc1cccc(Cl)c1 | 0.5% | -0.8% | -13.7%[46.1 µM] | 26.4% | 2.0% | 2.1% | -0.6%[38.3 µM]
O=C(CN1C(=O)CCC1=O)Nc1ccc(S(=O)(=O)N2CCOCC2)cc1 | -18.7% | 1.1% | -6.7%[46.1 µM] | 8.0% | -3.4% | -3.6% | -5.8%[38.3 µM]
CCS(=O)(=O)N1CCC(C(=O)NCc2ccccc2OC)CC1 | 12.6% | -2.3% | -2.9%[46.1 µM] | -2.4% | 0.8% | -6.5% | 9.2%[38.3 µM]
CCOc1cc(NS(=O)(=O)c2ccc(NC(C)=O)cc2)c(OCC)cc1NC(=O)c1cccs1 | -19.2% | 0.9% | -10.4% | -8.6% | -1.4% | -2.5% | 1.4%
O=C(COc1cc(F)ccc1[N+](=O)[O-])NCCCc1ccccc1 | 1.3% | -0.3% | -15.7% | -9.3% | . | . | -0.7%
Cc1[nH]n(-c2ccc([N+](=O)[O-])cc2)c(=O)c1C=NCCN1CCN(C(=O)c2ccccc2)CC1 | 23.9% | 0.8% | -24.1%[46.1 µM] | -0.4% | . | -25.0% | 34.2%[activator][38.3 µM]

Reprinted from the part before: 2 compounds, then new ones.
SMILES | HttQ103 aggreg | Epigenetic derep | NPSR antag | CBFb RUNX1 block | L3MBTL1 inh | KinaseGlo FLuc | IMPase Li inh
O=C(COc1cc(F)ccc1[N+](=O)[O-])NCCCc1ccccc1 | 1.3% | -0.3% | -15.7% | -9.3% | . | . | -0.7%
Cc1[nH]n(-c2ccc([N+](=O)[O-])cc2)c(=O)c1C=NCCN1CCN(C(=O)c2ccccc2)CC1 | 23.9% | 0.8% | -24.1%[46.1 µM] | -0.4% | . | -25.0% | 34.2%[activator][38.3 µM]
CC1CN(C(=S)c2cccc([N+](=O)[O-])c2)CC(C)O1 (stereo unspecified) | ? | -1.8% | 2.5% | 4.6% | -3.1% | 1.1% | 11.7%
O=C(CCN1C(=O)c2ccccc2C1=O)NCc1ccncc1 | 4.6% | -4.0% | -2.2%[46.1 µM] | 18.6% | . | -0.7% | 7.8%[38.3 µM]
Cn1cnnc1SCC(=O)Nc1ccccc1F | -0.9%[9.22 µM] | 1.8% | 15.6% | 6.4% | 0.8% | 0.9% | 2.7%
CCOC(=O)c1cc(NC(=O)c2ccc(OC)cc2)c(=O)oc1-c1ccccc1 | 7.6% | 0.9% | -21.9%[46.1 µM] | -0.7% | -2.1% | -6.5% | 3.1%[38.3 µM]
CCc1ccccc1NC(=S)N=Nc1c(O)n(C)c2ccc(S(=O)(=O)N3CCOCC3)cc12 | -8.3% | 1.0% | -36.8% | -0.7% | -14.7% | 5.0% | -0.6%
S=c1[nH]cc(-c2ccccc2)n1-c1ccccc1 | 10.3% | -2.0% | -2.9%[46.1 µM] | -11.9% | -18.5% | 1.0% | 1.4%[38.3 µM]
Cc1ccc(S(=O)(=O)c2cc(C#N)c(=O)[nH]c2N)cc1 | -17.5% | -0.5% | -1.7%[46.1 µM] | -6.6% | 1.3% | 2.3% | -8.4%[38.3 µM]
Cn1nc(C(F)(F)F)c(C#N)c1N1CCN(c2ccccc2F)CC1 | -16.6% | 0.0% | -19.9%[46.1 µM] | -3.0% | . | -4.5% | -2.2%[38.3 µM]
COc1ccc(OC)c(-n2c(=S)[nH]c3c(sc(=S)n3-c3ccccc3C)c2=O)c1 | 4.5% | 2.2% | 5.9% | -1.7% | . | 3.2% | -2.6%
Cc1ccc(NC(=O)Cn2c(=O)n(CCC(=O)NC3CCN(Cc4ccccc4)CC3)c(=O)c3ccccc32)cc1 | -10.4% | -5.1% | -38.3% | 7.6% | . | 1.6% | -3.1%
O=C(NCc1cccnc1)c1ccc(S(=O)(=O)N2CCOCC2)cc1 | 8.2% | 0.8% | 8.4%[46.1 µM] | 3.6% | 1.5% | -2.7% | -5.8%[38.3 µM]
COc1cc(/C=N/O)ccc1OCc1ccc(C(=O)O)cc1 | -7.2% | 0.0% | -6.7%[46.1 µM] | 5.9% | 11.7% | -20.9% | -3.4%
OCCN1CCN(CC(O)COCCOc2ccc(Br)cc2)CC1 (stereo unspecified) | -10.7% | 0.7% | 11.7% | -2.1% | 28.9% | 2.8% | -0.7%
CCN(CC)C(=O)C1CCCN(c2ccc([N+](=O)[O-])cc2[N+](=O)[O-])C1 (stereo unspecified) | 0.9%[9.22 µM] | 2.1% | 13.5% | 3.0% | -25.1% | -2.4% | 7.0%
O=C(c1ccccc1SCc1ccccc1)N1CCOCC1 | ? | -4.5% | 7.1% | 12.2% | -5.2% | 1.6% | 7.9%
CC1CCCN(C(=S)SCC(=O)O)C1 (stereo unspecified) | 10.1% | -1.3% | 11.7% | 4.0% | 8.5% | 0.5% | -3.0%
CC(=O)C1=C(O)C=C2Oc3c(C(C)=O)c(O)c(C)c(O)c3[C@]2(C)C1=O | . | 1.4% | . | 8.8%[21.7 µM] | . | 0.0% | 9.5%
COc1ccccc1NC(=O)c1c(C)oc2c1CCCC2 | -14.2% | 0.0% | -36.0% | 8.2% | 25.6% | 3.5% | 24.2%
CS(=O)(=O)c1ccc(C2=C(c3ccccc3)C(=O)OC2)cc1 | 15.8% | -1.3% | . | 11.3% | . | -4.5% | ?
Cc1nnc(SC(C)C(=O)N2CCc3ccccc32)s1 (stereo unspecified) | -3.9% | 0.0% | -5.5%[46.1 µM] | 11.0% | . | -1.6% | -1.2%[38.3 µM]
COc1cc2nc(C3CCC3)n(NC(=O)c3ccco3)c(=O)c2cc1OC | -0.8%[9.22 µM] | 4.5% | 13.6% | -0.6% | -8.7% | 1.3% | 24.9%
Clc1ccc(Cn2cccn2)cn1 | -4.0% | 5.4% | -7.5% | 2.5% | 1.0% | 3.1% | 4.9%
CCN(CC)P(=O)(Nc1cccc(C(F)(F)F)c1)c1ccc(N(C)C)cc1NC(=O)c1ccco1 (stereo unspecified) | ? | 7.4% | -58.5% | -6.0% | . | 2.1% | 10.9%

NPSR antag: entries above that show a hit.
Molecule	HttQ103 aggreg	Epigenetic derep	NPSR antag	CBFb RUNX1 block	L3MBTL1 inh	IMPase Li inh
N#C/C(=C/c1ccc(N2CCCCCC2)o1)c1cccc(F)c1	?	?	6.31µM*	9.9%	.	107.8%[activator][38.3 µM]

Already shown: three of the compounds above.
SMILES | HttQ103 aggreg | Epigenetic derep | NPSR antag | CBFb RUNX1 block | L3MBTL1 inh | KinaseGlo FLuc | IMPase Li inh
CC1CN(C(=S)c2cccc([N+](=O)[O-])c2)CC(C)O1 (stereo unspecified) | ? | -1.8% | 2.5% | 4.6% | -3.1% | 1.1% | 11.7%
O=C(CCN1C(=O)c2ccccc2C1=O)NCc1ccncc1 | 4.6% | -4.0% | -2.2%[46.1 µM] | 18.6% | . | -0.7% | 7.8%[38.3 µM]
Cn1cnnc1SCC(=O)Nc1ccccc1F | -0.9%[9.22 µM] | 1.8% | 15.6% | 6.4% | 0.8% | 0.9% | 2.7%

From PubChem BioAssay
